# HT1080 cytotoxicity: cytotoxicity in HT1080 fibrosarcoma cells, cell-based, fluorescence readout (AID 620). cytotoxicity, % at 10 µM; hits with a dose series show EC50 in µM. 87,000 tested, 0.42% active. HT1080 viability, fluorescence; higher % means a stronger effect;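 further: cells exposed to compound overnight then 4 h with Alamar Blue; 0% = vehicle DMSO and 100% = killing control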
# Alkaline phosphatase: inhibition of tissue-nonspecific alkaline phosphatase – biochemical, luminescent (AID 518); one-dose inhibition, % at 20 µM; IC50 in µM for titrated hits; purified TNAP enzyme, luminescent substrate readout; higher % means a stronger effect; 64,000 tested, 0.09% active; in the data active means a potency from the dose series; inactive means the rest, 99 in 100 with inhibition below about 22%;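 further: plate controls were vehicle for no effect and reference inhibitor for full effect; many of its hits are not listed in these tables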
# Spn DPM-DC inh: blocks S. pneumoniae diphosphomevalonate decarboxylase; purified DPM-DC, PK/LDH coupled NADH fluorescence; calls only at 10 µM; 65,000 tested, 0.49% active; AID 556;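 active means the 320 compounds with the highest percent inhibition in the single-dose primary screen, excluding strongly autofluorescent ones, cut at about 32% in these data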;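 further: kinetic rate of NADH fluorescence loss reporting ADP formed by the decarboxylase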
# HPDE-C7 viability: cytotoxicity in HPDE-C7 cells, cell-based, fluorescence, HTS (AID 430); HPDE-C7 pancreatic duct cells viability, fluorescence; higher % means a stronger effect; cytotoxicity, % at 10 µM, or EC50 in µM where a hit was titrated; 63,000 tested, 1.8% active;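 further: cells exposed to compound for 48 hours before viability readout; 0% = vehicle and 100% = reference cytotoxic drug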
# Spn PMK inh: S. pneumoniae PMK inhibition. inhibition, % at 10 µM. 65,000 tested, 0.49% active. purified PMK, PK/LDH-coupled NADH absorbance 340 nm;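 active means top-ranked compounds by inhibition in the single 10 µM screen, taking a fixed number of the strongest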;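 further: 0% = full reaction with DMSO carrier and 100% = background rate without enzyme reaction; no value below 0 was filed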
# LYP inhibition: LYP phosphatase inhibitors, primary screen, biochemical, DiFMUP fluorescence, recombinant catalytic domain, 10 µM (AID 606); recombinant LYP catalytic domain, DiFMUP fluorescence; higher % means a stronger effect; inhibition, % at 10 µM, or IC50 in µM where a hit was titrated; 52,000 tested, under 10 active;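 active means IC50 under 40 µM in the dose-response test; inactive means IC50 of 40 µM or more, or never dose-tested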
# Bfl-1 inhibitors: displacement of Bid BH3 peptide from Bfl-1 – biochemical, fluorescence polarization, FITC-Bid, mouse, primary screen (AID 432); FITC-Bid BH3 peptide fluorescence polarization displacement; higher % means a stronger effect; displacement, % at 20 µM; hits with a dose series show IC50 in µM; 64,000 tested, 0.02% active; in the data active means a potency from the dose series; inactive means the rest, 99 in 100 with displacement below about 15%; further: strong numbers were not always called active
# MK inhibit: inhibitors of Streptococcus pneumoniae mevalonate kinase; purified MK, PK/LDH-coupled NADH absorbance 340 nm; inhibition, % at 10 µM; 65,000 tested, 0.48% active; AID 555;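 active means ranked among the strongest by inhibition in the single 10 µM screen, a fixed top-ranked set picked for dose follow-up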; further: no value below 0 was filed
# KRASV12 cytotoxicity: viability loss of HPDE-C7K cells – cell-based, fluorescence, HTS, primary screen (AID 431). 63,000 tested, 1.7% active. HPDE-C7K KRASV12 cells, Alamar Blue viability, 48 h; higher % means a stronger effect. cytotoxicity, % at 10 µM; hits with a dose series show EC50 in µM;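 active means compounds whose percent cytotoxicity in the single-dose primary screen, scaled between solvent and toxic-drug controls, exceeds 50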;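 further: 0% = DMSO solvent wells and 100% = doxorubicin-treated wells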
# Spn PMK inh pilot replicates: also measured in Spn PMK inh; calls as there; inhibition, %; measured here: pilot screen replicates
# MK inhibit pilot replicates: further read-out of MK inhibit, marked with its call; inhibition, %; measured here: pilot screen replicates
# Spn DPM-DC inh pilot screen %: second read-out of Spn DPM-DC inh, no call of its own (marks repeat the call); inhibition, %; measured here: pilot screen trials
# * = called active by the depositor; i = inactive; / = not tested or not shown; + = active, no number. Unless noted, no stated cut-off is given here; in the data, active means cytotoxicity above about 50%; inactive means the rest.
SMILES,HT1080 cytotoxicity,Alkaline phosphatase,Spn DPM-DC inh,HPDE-C7 viability,Spn PMK inh,LYP inhibition,Bfl-1 inhibitors,MK inhibit,KRASV12 cytotoxicity,others
COc1ccc(Cn2c(C3CC3)nc3ccc(NC(C)=O)cc3c2=O)cc1,0%,11%,i,-12%,10,7%,0%,7,-10%,
Cc1nn(CC(=O)N2CCN(Cc3ccccc3)CC2)c(=O)c2ccccc12,-7%,-2%,i,-3%,0,-10%,0%,16,-15%,
Cc1csc(NC(=O)CSc2nnc(C)n2Cc2ccco2)n1,-6%,9%,i,-9%,10,4%,-6%,0,-2%,
COc1ccc(C2C(C(=O)N3CCCCC3)CCC(=O)N2c2cc(OC)c(OC)c(OC)c2)cc1 (stereo unspecified),1%,2%,i,1%,1,20%,3%,7,-1%,
CN(C)c1ccc(-c2noc(C3CCN(S(=O)(=O)c4cccc(Cl)c4)CC3)n2)cc1,1%,12%,i,31%,16,1%,-7%,3,19%,
COc1ccccc1-c1nc(-c2cccc(C)c2)no1,-20%,5%,i,10%,0,4%,2%,1,13%,
COc1cc(-c2nc3cnccn3c2Nc2ccc3c(c2)OCCO3)ccc1O,24%,9%,i,-2%,0,11%,1%,7,6%,
COc1ccccc1N1CCN(C(=O)CCCC2=NS(=O)(=O)c3ccccc3N2)CC1,-2%,5%,i,-3%,6,/,0%,14,5%,
Cc1nc(SC(C)C)[nH]c(=O)c1Cc1ccccc1,6%,4%,i,-4%,9,/,-6%,6,9%,
Cn1c(=O)c(C(=O)Nc2ncccn2)c(O)c2ccccc21,4%,6%,i,40%,7,-3%,-1%,3,41%,
CCOC(=O)c1cc(S(=O)(=O)NC2CCN(C(=O)OCC)CC2)cn1C,-1%,4%,i,-12%,12,12%,2%,0,-6%,
CCN(CCN(C)C)C(=O)Cn1ncc2c1-c1cc(C)ccc1OC2,1%,10%,i,-7%,1,12%,1%,1,-4%,

# Next part, overlapping the part above by three compounds.
SMILES,HT1080 cytotoxicity,Alkaline phosphatase,Spn DPM-DC inh,HPDE-C7 viability,Spn PMK inh,LYP inhibition,Bfl-1 inhibitors,MK inhibit,KRASV12 cytotoxicity,others
Cn1c(=O)c(C(=O)Nc2ncccn2)c(O)c2ccccc21,4%,6%,i,40%,7,-3%,-1%,3,41%,
CCOC(=O)c1cc(S(=O)(=O)NC2CCN(C(=O)OCC)CC2)cn1C,-1%,4%,i,-12%,12,12%,2%,0,-6%,
CCN(CCN(C)C)C(=O)Cn1ncc2c1-c1cc(C)ccc1OC2,1%,10%,i,-7%,1,12%,1%,1,-4%,
CC(C)CCn1c(CN2CCN(C(=O)c3ccco3)CC2)nc2c1c(=O)n(C)c(=O)n2C,2%,2%,i,-12%,0,-3%,6%,7,2%,
CCCCSCc1[nH]c(=O)[nH]c1C(=O)CCCCC(=O)OCC,7%,14%,i,-9%,12,6%,2%,7,-4%,
Cc1ccc(N2CC(C(=O)Nc3nnc(C)s3)CC2=O)cc1 (stereo unspecified),-2%,9%,i,-15%,14,/,-6%,20,-14%,Spn PMK inh pilot replicates=0.0;MK inhibit pilot replicates=0.0;Spn DPM-DC inh pilot screen %=0.0
O=C(O)c1ccccc1NCN1C(=O)C2CC=C(Cl)CC2C1=O (stereo unspecified),39%,6%,i,-13%,12,2%,1%,0,-7%,
C=CCNC(=O)c1ccc(Cl)cc1Cl,-4%,14%,i,8%,0,20%,5%,0,5%,Spn PMK inh pilot replicates=3.5;MK inhibit pilot replicates=0.0;Spn DPM-DC inh pilot screen %=0.5
CN(CCCC(=O)Nc1nccs1)S(=O)(=O)c1ccc(Cl)cc1,/,-3%,i,6%,4,/,-10%,8,9%,
CSc1nc(N2CCOCC2)c2c3c(sc2n1)CCC3,-4%,10%,i,0%,10,6%,-1%,6,1%,
COC(=O)c1ccc(C2c3c(n[nH]c3C)C(=O)N2c2ccc(C)cc2)cc1 (stereo unspecified),7%,-1%,i,-25%,6,14%,-1%,7,-15%,
Cc1c(C(=O)O)sc2nc(C)n(C)c(=O)c12,3%,0%,i,1%,9,-4%,-1%,0,4%,
COc1cccc(C2CC(C(F)(F)F)n3nc(C(=O)NCc4cccnc4)cc3N2)c1 (stereo unspecified),5%,12%,i,-8%,3,5%,-5%,2,5%,
CCC(=O)Nc1ccc(C(=O)Nc2cccnc2)cc1,1%,15%,i,1%,7,-1%,-7%,0,-1%,
O=C1CCC(=O)N1CCCCCc1nc(-c2ccccc2)no1,7%,8%,i,10%,7,9%,-4%,5,1%,
O=C(CCC1CCCC1)N1CCN(C(=O)c2cccnc2)CC1,16%,5%,i,-5%,6,/,-3%,0,-4%,
CC(C)(C)OC(=O)N1CCC[C@H]1c1nnc(SC/C=C/c2ccccc2)o1,-1%,3%,i,8%,7,/,-8%,6,2%,
Cc1ccc(-n2ncc3c(=O)n(CC(=O)NCC4CCCO4)cnc32)cc1 (stereo unspecified),-3%,10%,i,-10%,10,5%,-7%,10,-13%,
CN(Cc1nc(-c2ccncc2)no1)S(=O)(=O)c1ccc(Br)cc1,-4%,16%,i,-10%,2,/,-5%,6,-10%,Spn PMK inh pilot replicates=3.5;MK inhibit pilot replicates=0.0;Spn DPM-DC inh pilot screen %=0.0
COc1cccc(CN2CCCN(S(=O)(=O)c3ccc(Br)cc3)CC2)c1,-2%,6%,i,14%,7,-7%,0%,5,6%,
CCCC12CN3CC(C)(CN(C1)C3c1ccc3c(c1)OCO3)C2=O (stereo unspecified),-1%,-5%,i,-10%,13,1%,1%,10,-19%,
O=c1cc(-c2ccccc2)nc2nc(COc3ccccc3)[nH]n12,-3%,2%,i,2%,9,8%,-7%,8,11%,
CCOc1cc2c(C#N)c(N3CCOCC3)nc(N)c2c(N)n1,2%,8%,/,23%,2,0%,1%,3,22%,
CC1CN(C(=O)C(C)N2C(=O)c3ccccc3C2=O)CC(C)O1 (stereo unspecified),-7%,6%,i,3%,8,12%,-7%,0,9%,
c1cnn(-c2cc(N3CCOCC3)ncn2)c1,13%,4%,i,-8%,8,4%,4%,4,12%,Spn PMK inh pilot replicates=1.5;MK inhibit pilot replicates=3.0;Spn DPM-DC inh pilot screen %=0.0
C1CCN(c2nc(N3CCCC3)nc(N3CCNCC3)n2)C1,7%,-10%,i,3%,18,7%,-8%,24,4%,
CC(=O)c1cc(CN2C(=O)c3ccccc3C2=O)cs1,-3%,13%,i,24%,0,5%,1%,2,-6%,
Cc1cc(O)c(C(=O)c2ccccc2C(=O)O)cc1C,-14%,4%,i,-9%,7,3%,14%,4,-5%,
COc1cc(OC)c(C2=NOC(C(=O)Nc3c(C)nn(CC(=O)N4CCCC4)c3C)C2)cc1Cl (stereo unspecified),4%,6%,i,-2%,8,11%,0%,20,4%,
Cc1oc(-c2ccc(Cl)cc2)nc1CN1CCCC(C(=O)NCc2ccco2)C1 (stereo unspecified),-10%,3%,i,-1%,15,/,-9%,0,-2%,
CC(C)OC(=O)c1nnc(Cc2ccc(Cl)cc2)o1,-8%,4%,i,-7%,13,4%,0%,2,-3%,
S=c1[nH]nc(COc2ccccc2)n1C1CCCCC1,-1%,0%,i,-19%,1,-4%,-1%,1,-26%,Spn PMK inh pilot replicates=5.5;MK inhibit pilot replicates=17;Spn DPM-DC inh pilot screen %=6.0
COc1ccc(CCNC(=O)Cn2c(=O)n(Cc3ccco3)c(=O)c3ccc(Cl)cc32)cc1OC,1%,3%,i,14%,17,-4%,2%,1,4%,
CCC1S/C(=C(\C#N)C(N)=O)N(c2ccc(F)cc2)C1=O (stereo unspecified),6%,8%,i,-17%,7,6%,1%,13,-12%,
CN(C)C(=O)N1CCN(C(=O)N(C)C)CC1,-6%,5%,i,-2%,13,16%,4%,12,-3%,
O=C(CN1CCOCC1)NCCNC(=O)CN1CCOCC1,10%,6%,i,0%,0,2%,-7%,0,4%,
CC1CCCC(C)N1C(=O)Cn1c(SCC(=O)Nc2ccc3c(c2)OCO3)nc2ccccc21 (stereo unspecified),-9%,-1%,i,5%,13,2%,-12%,5,8%,
CCOC(=O)CSc1ncnc2c1cnn2-c1ccccc1,-1%,3%,i,-4%,16,5%,-1%,8,4%,
CCOc1cc(NC(=O)c2ccco2)c(OCC)cc1NC(=O)CCc1ccccc1OC,10%,7%,i,22%,11,7%,3%,0,34%,
Cc1ccc(S(=O)(=O)Nc2cc(C(=O)O)ccc2N2CCCCC2)cc1,-3%,3%,i,-6%,13,-5%,2%,7,14%,Spn PMK inh pilot replicates=3.0;MK inhibit pilot replicates=0.0;Spn DPM-DC inh pilot screen %=0.0
COc1cc(NC(=O)CCCC(=O)OCC(F)(F)C(F)F)nc(OC)n1,-5%,-3%,i,-7%,4,1%,-5%,8,-3%,
Cc1noc(/C=C/N(C)C)c1S(=O)(=O)N1CCCC(C(=O)NCc2ccco2)C1 (stereo unspecified),3%,4%,i,7%,11,-11%,-4%,5,-1%,
Cc1cc(C)nc(Nc2ccc(N3CCCC3)cc2)n1,-4%,8%,i,-6%,0,3%,14%,5,-21%,
CCCCCOC(=O)C1[C@H]2C(=O)N(CCCOC)C[C@]23C=C[C@H]1O3 (stereo partly specified),29%,4%,i,-3%,3,2%,-10%,4,1%,
CCOC(=O)N1CCc2c(sc3c2C(=O)NC(c2ccccc2)N3)C1 (stereo unspecified),46%,14%,i,8%,9,/,7%,4,-4%,
CCN1CCCC1CNC(=O)c1nn(-c2ccc(C)cc2)c(=O)c2c1c1ccccc1n2C (stereo unspecified),0%,0%,i,5%,7,4%,6%,2,0%,
Cc1nccc2[nH]c(=O)c(C(=O)NC3CCN(Cc4ccccc4)CC3)cc12,6%,5%,i,7%,0,0%,-2%,6,6%,
Cc1cc(/C=N/n2cnnc2)c(C)n1-c1ccc2ncccc2c1,0%,10%,i,0%,2,-8%,-2%,2,2%,
COc1ccc(N2CCN(C(=O)CCN3C(=O)c4ccccc4S3(=O)=O)CC2)cc1,-2%,6%,i,0%,6,3%,5%,9,3%,
CCCCc1c(O)nc2n(c1=O)CCS2,10%,18%,i,18%,8,6%,2%,10,4%,
COCCCNC(=O)c1cc2c(=O)n3cccc(C)c3nc2n(C(C)C)c1=N,-1%,7%,/,-24%,18,3%,-3%,8,-24%,
CCOC(=O)C1CCCN(c2c(NCCN(C)Cc3ccccc3)c(=O)c2=O)C1 (stereo unspecified),-2%,13%,i,6%,6,5%,-4%,2,-1%,
Cc1cccc2cc(CN(CC3CCCO3)C(=O)c3ccncc3)c(=O)[nH]c12 (stereo unspecified),16%,8%,i,-5%,7,1%,0%,11,8%,
COc1cc2c(c(O)c1OC)C(=O)C(OC)CCC2 (stereo unspecified),-2%,3%,i,-2%,15,/,-2%,11,0%,
Cc1c(C(=O)NCC2CCCO2)sc2nc(-c3ccccc3)cn12 (stereo unspecified),7%,1%,+,2%,5,10%,-5%,4,8%,
COc1nc(Nc2ccc(C(C)=O)cc2)nc(OC)n1,-2%,2%,i,1%,11,11%,-3%,6,-11%,

# Screening data as filed in PubChem.
